hcDAF-12 act – H. contortus DAF-12 nuclear receptor activators, primary screen, cell-based, luminescence, HEK293, lit1-tk-luc reporter; activation, % at 6.8 µM; HEK293 hcDAF-12 lit1-tk-luc reporter; 0% DMSO, 100% Δ7-dafachronic acid; 1.4% of 370,000 active;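 active = activation above the mean of all tested compounds plus 3 SD, cut at about 5.5% in these data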;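 also: 100% = response to 3 µM Δ7-dafachronic acid high control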
DAX1 inh-1 – DAX1 (NR0B1) inhibitors on StAR promoter, primary screen, cell-based, luminescence, SF-1 (NR5A1), full-length DAX-1. 1.1% of 370,000 active. AID 652010, 2013. inhibition, % at 6.8 µM. HEK293T StAR-luciferase reporter, SF-1/DAX-1 repression relief;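 active = inhibition above the mean over all tested compounds plus 3 SD, cut at about 3.6% in these data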;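 also: 0% = DAX-1 cells with DMSO and 100% = cells lacking DAX-1 with DMSO; higher inhibition means more luminescence from relief of DAX-1 repression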
hgDAF12 agonist – H. glycines DAF-12 receptor agonists, primary screen, cell-based, luminescence, HEK293, GAL4 fusion, UAS-luciferase | Nuclear hormone receptor DAF-12 (Heterodera glycines), GAL4 fusion | HEK293 GAL4-hgDAF12 UAS-luciferase reporter, agonist luminescence; normalized to butyrate control | activation, % at 6.8 µM | 1.8% of 370,000 active;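 active = activation above a cutoff set at the mean of all screened compounds plus 3 SD, cut at about 10% in these data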;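 also: 0% = DMSO wells and 100% = sodium butyrate wells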
ADAM10 inh – human ADAM10 inhibitors, primary screen, biochemical, QFRET, HTS | Disintegrin and metalloproteinase domain-containing protein 10 (Homo sapiens), O14672 | recombinant ADAM10, EDANS/DABCYL FRET peptide cleavage, 3 h | inhibition, % at 7 µM | 0.62% of 370,000 active | AID 720582, 2013;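 active = inhibition above a per-campaign cutoff equal to the mean of compounds falling between control-based bounds plus 3 SD, cut at about 20% in these data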;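 also: 0% = DMSO wells while the 100% control is not disclosed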
Target sequence (O14672 214-748 limits assumed): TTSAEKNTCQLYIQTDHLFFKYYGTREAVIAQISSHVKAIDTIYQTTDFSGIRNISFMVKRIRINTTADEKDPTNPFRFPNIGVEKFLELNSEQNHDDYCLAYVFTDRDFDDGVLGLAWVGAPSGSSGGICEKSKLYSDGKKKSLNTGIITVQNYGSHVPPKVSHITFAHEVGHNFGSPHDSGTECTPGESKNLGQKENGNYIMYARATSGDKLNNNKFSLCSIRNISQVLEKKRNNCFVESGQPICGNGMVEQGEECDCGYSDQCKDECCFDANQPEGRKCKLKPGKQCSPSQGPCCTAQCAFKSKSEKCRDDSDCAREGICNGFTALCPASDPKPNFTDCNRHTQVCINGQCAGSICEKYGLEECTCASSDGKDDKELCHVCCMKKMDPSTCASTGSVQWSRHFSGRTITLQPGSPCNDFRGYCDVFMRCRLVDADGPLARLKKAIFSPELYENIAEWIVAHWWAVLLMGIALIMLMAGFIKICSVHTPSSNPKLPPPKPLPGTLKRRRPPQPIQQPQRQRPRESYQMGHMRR
ssDAF-12 act – S. stercoralis DAF-12 nuclear receptor activators, primary screen, cell-based, luminescence, HEK293, GRIP1 co-expression, lit1-tk-luc | HEK293 ssDAF-12/GRIP1 lit1-tk-luc reporter; % of 3 µM dafachronic acid response | activation, % at 6.8 µM | 1% of 370,000 active | AID 652126, 2013;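 active = activation above the mean over all tested compounds plus 3 SD, cut at about 0.9% in these data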;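 also: 0% = DMSO-only wells and 100% = 3 µM delta7-dafachronic acid wells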
SMARCA2 act – SMARCA2 (BRM) function activators, primary screen, cell-based, luminescence, high throughput. MG213 cells, MMTV-luciferase reporter, dexamethasone, overnight. activation, % at 9.1 µM. 1% of 370,000 active; in the data active = activation above about 7.8%;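 also: 0% = vehicle wells and 100% = reference activator wells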
NPR2 activator – human GC-B receptor activators, primary screen, HEK293 GC-B cells, cGMP TR-FRET, EC30 CNP; Atrial natriuretic peptide receptor 2 (Homo sapiens), P20594; 0% at EC30 CNP, 100% saturating CNP; activation, % at 10 µM; 0.11% of 370,000 active; AID 1920062, 2024;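 active = activation at 10 µM reaching about 35% in either raw or pattern-adjusted values, limit read from the data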
GC-A act – GC-A stimulated cGMP production enhancers – HEK293 GC-A cells, cGMP TR-FRET, EC30 ANP, primary screen | Atrial natriuretic peptide receptor 1 (Homo sapiens), P16066 | 0% at EC30 ANP, 100% saturating ANP | activation, % at 10 µM | 0.14% of 370,000 active | AID 1671463, 2021; in the data active = activation above about 40%
HGIII-sPLA2 inh – human group III sPLA2 inhibitors, primary screen, biochemical, QFRET, BODIPY PC-A2 liposome substrate; Group 3 secretory phospholipase A2 (Homo sapiens), Q9NZ20; QFRET BODIPY PC-A2 liposome hydrolysis, fluorescence; inhibition, % at 12.2 µM; 0.56% of 370,000 active;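 active = inhibition above mean plus 3 SD of compounds lying within the high and low control bounds, cut at about 19% in these data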;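 also: 0% = median of test compound wells and 100% = no enzyme DMSO wells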
Target sequence (Q9NZ20 whole entry, looked up): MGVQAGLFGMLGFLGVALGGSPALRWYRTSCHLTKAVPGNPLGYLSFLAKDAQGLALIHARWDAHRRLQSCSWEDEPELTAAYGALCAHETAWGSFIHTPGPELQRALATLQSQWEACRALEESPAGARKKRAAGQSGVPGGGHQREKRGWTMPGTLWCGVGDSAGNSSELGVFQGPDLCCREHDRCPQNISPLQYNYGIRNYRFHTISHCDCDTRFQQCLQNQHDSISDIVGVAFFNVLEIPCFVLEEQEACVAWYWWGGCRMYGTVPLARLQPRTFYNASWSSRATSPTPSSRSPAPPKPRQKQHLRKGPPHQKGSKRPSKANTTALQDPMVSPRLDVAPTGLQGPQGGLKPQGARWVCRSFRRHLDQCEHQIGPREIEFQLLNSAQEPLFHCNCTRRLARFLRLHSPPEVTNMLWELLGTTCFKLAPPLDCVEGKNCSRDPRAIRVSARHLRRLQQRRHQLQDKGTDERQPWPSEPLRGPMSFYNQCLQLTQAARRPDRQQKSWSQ
DAX1 inh-2 – DAX1 (NR0B1) inhibitors, primary screen, cell-based, HEK293, Gal4-DAX1, luciferase luminescence | Nuclear receptor subfamily 0 group B member 1 (Homo sapiens), P51843 | HEK293 Gal4-DAX1 luciferase reporter | inhibition, % at 6.75 µM | 0.99% of 340,000 active | AID 504766, 2011;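 active = inhibition above the mean over all tested compounds plus 3 SD, cut at about 4.2% in these data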;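 also: 0% = DAX1-transfected cells with DMSO and 100% = empty-vector control cells with DMSO; inhibition shows as a rise in luminescence from relieved DAX1 repression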
FXN GAA850 act – FXN promoter activators, primary screen, cell-based, luciferase luminescence, HEK293 lucGAA850; HEK293 lucGAA850 FXN promoter luciferase reporter, 24 h; percent of 10 µM SAHA response; activation, % at 6 µM; 0.56% of 360,000 active;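 active = activation above the average of all compounds screened plus 3 SD, cutoff fixed separately per campaign, cut at about 7.5% in these data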;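 also: 0% = DMSO wells and 100% = 10 µM SAHA wells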
Starred values were filed as active, the others as inactive; . = no result given. An unsorted share of the library; 6.6% or so of the library scored in one or more.

SMILES	hcDAF-12 act	DAX1 inh-1	hgDAF12 agonist	ADAM10 inh	ssDAF-12 act	SMARCA2 act	NPR2 activator	GC-A act	HGIII-sPLA2 inh	DAX1 inh-2	FXN GAA850 act
C[C@@H]1CC[C@@]23COC(=O)C2=CCC[C@@H]3[C@@]1(C)CC/C(=C/CO)CO	-1.0	-0.2	0.0	-20	-1.3	-1	2	1	2	-1.5	0.3
CC(=O)Nc1ccc(NC(=O)CSc2ccc3nnc(-c4ccccn4)n3n2)cc1	0.3	-1.1	-1.6	1	-0.6	2	5	1	-2	1.6	0.9
O=C(Nc1cccnc1)OC1CCCCC1	0.6	0.2	-0.4	-3	-1.2	-1	5	-5	-4	-0.9	1.1
c1ccc2[nH]c(SCc3cn4cccnc4n3)nc2c1	1.9	-0.7	0.1	-73	-0.3	-1	1	0	23*	0.7	3.9
Cc1ccc(NC(=O)CN(C)C(=O)CSc2nc(C)cc(C)n2)cc1	-2.4	-0.4	-3.4	2	-1.2	2	3	2	-1	-0.5	1.2
COc1cccc(-c2cc(C(=O)N3CCc4ccccc4C3)[nH]n2)c1	3.9	0.3	5.1	-6	0.3	1	0	0	-1	-0.1	3.9
O=C(C1CCCO1)N1CCN(C(=S)Nc2cc(F)cc(F)c2)CC1 (centres undefined)	-1.6	-0.2	-0.6	0	-1.3	0	1	6	6	-0.4	-0.4
CCOC(=O)C1=C[C@@H](CC)N(S(=O)(=O)c2ccc(C)cc2)[C@H]1c1ccccc1	-1.7	-1.6	-3.8	-4	-1.5	-1	-16	-12	-6	.	.
Cc1cc(NC(=O)CSc2nnc(CNc3cccc(C(F)(F)F)c3)n2Cc2ccco2)no1	0.9	-0.2	-0.9	4	-0.9	-3	-8	-3	-3	1.5	1.2
CC1CC2CCCC(O)=C2C(=O)O1 (centres undefined)	1.4	-0.7	-0.6	-8	-0.5	4	5	2	1	4.3*	-0.1
COc1cccc(C(=O)Oc2cc(N)n(S(=O)(=O)c3ccc(C)cc3)n2)c1OC	-0.3	1.2	-3.4	6	-0.9	-3	2	1	-4	0.1	-0.4
COc1ccc2cc(C(=O)Nc3ccc(Cl)cc3)sc(=O)c2c1OC	0.3	0.9	0.2	9	-1.2	-7	-1	2	-1	0.7	3.1
CCOc1ccc(C(=O)CCC(=O)NCC(=O)Nc2c(C)cccc2C)cc1	-0.9	0.2	-1.6	-4	-1.3	4	4	2	4	0.7	-1.4
CC(C)NC(=O)NC(=O)COC(=O)/C=C/c1ccccc1[N+](=O)[O-]	2.2	-0.2	0.7	3	0.4	-1	-3	-1	-5	-0.3	-1.2
COC(=O)c1sc(SC)c(S(=O)(=O)C(C)C)c1N	0.4	0.1	-2.0	-7	0.2	-2	-4	-12	8	1.6	1.1
CCCCOc1ccc(C(=O)Nn2c(-c3cccs3)nc3ccccc3c2=O)cc1	-0.7	-0.1	1.1	-51	-1.6	-4	6	1	5	1.3	-1.8
COc1ccc(CC(=O)N/N=C(\C)c2cccs2)cc1	-1.6	-0.2	-0.2	-4	-1.4	-1	1	4	2	-1.2	2.4
CCCCSc1[nH]c(=O)c(C(=O)OCC)cc1C#N	-0.8	-1.0	3.8	-110	-0.9	-4	-4	6	-2	-0.7	0.3
COc1ccc(OC)c(CN2CCN(CCCc3ccccc3)C(CCO)C2)c1 (centres undefined)	-0.1	0.0	1.2	0	-1.1	-2	-1	-3	-3	-0.8	-0.5
c1ccc2c(c1)CCCn1nnnc1-2	-1.3	0.2	0.6	-4	-1.0	-4	-6	2	7	-2.1	1.0
Cc1ccc(NC(=O)CCCCCN2C(=O)[C@@H]3Cc4ccccc4CN3C2=O)cc1	-3.4	-0.9	0.6	4	-1.4	-1	0	-1	-7	1.7	0.7
CC1CCN(C(=O)c2ccc(S(=O)(=O)Cc3ccccc3F)c([N+](=O)[O-])c2)CC1	1.0	-0.2	3.1	-1	-1.3	-1	-3	1	-5	1.4	-7.8
O=C(NC1CCN(C(=O)Nc2cccc(F)c2)CC1)C1CCCCC1	0.0	0.1	3.4	-7	-0.5	0	4	1	5	3.7	-1.7
CN(Cc1ncc[nH]1)C(=O)CC1C(=O)NCCN1Cc1c(F)cccc1Cl (centres undefined)	0.2	0.9	0.2	5	-1.2	2	5	-1	2	3.2	0.9
CCO[C@@H]1OC(C(=O)N2CCN(C)CC2)=C[C@H](c2csc3ccccc23)[C@H]1CCCO	-0.1	0.1	-0.7	5	-1.1	0	-13	-3	3	1.2	-0.6
Cc1ccc(S(=O)(=O)N2CCN(C(=O)COc3ccc(-c4nnco4)cc3)CC2)cc1	-1.2	-1.5	-1.4	-4	-0.8	-4	-2	2	-4	-1.0	0.6
O=C(N/N=C/c1cccc([N+](=O)[O-])c1)C1CC(=O)N(c2ccc(F)cc2)C1 (centres undefined)	-2.3	-1.0	-2.2	-4	-1.5	2	0	7	10	-1.1	0.6
CCC1CCCCN1S(=O)(=O)c1ccc(C(=O)Nc2nnc(C3CC3)o2)cc1 (centres undefined)	-0.2	-1.5	0.2	1	-1.0	-4	-1	2	-1	0.1	-0.3
O=C(NC1=NCCS1)c1ccc(Br)s1	6.0*	3.8*	14*	1	0.1	8	7	4	6	2.9	5.4
O=C(COc1ccccc1)Nc1ccc(C(=O)N2CCCC2)cc1	-1.6	-0.1	1.5	-3	-1.3	7	3	-1	0	-0.1	1.3
CC(=O)c1ccc(N2CCN(C(=O)c3ccc4nc[nH]c4c3)CC2)cc1	-1.4	-1.1	-3.5	-17	-1.5	-2	-3	-4	9	-2.1	-1.6
Cc1cc(O)cc(=O)n1-c1ccc(OC(F)F)cc1	-0.9	0.5	-0.1	-9	-1.2	-3	-2	1	3	.	.
COc1ccc(Cc2nc(-c3cccs3)no2)cc1	0.3	0.5	11*	0	-0.6	0	0	5	-1	-0.4	2.6
O=C1COc2ccc(C(=O)COC(=O)Cc3ccsc3)cc2N1	0.9	-0.7	0.2	-11	-1.4	3	1	-3	-9	2.6	0.2
COc1ccc(C(C(=O)NC(C)(C)C)N(CCc2ccccc2)C(=O)CCC(=O)Nc2cc(C)on2)cc1 (centres undefined)	2.1	-0.1	3.7	5	-0.2	1	-4	-4	1	1.1	-1.0
COc1nonc1NCn1nc(C)cc1C	-0.3	-0.2	-0.5	-3	-0.6	-4	4	-2	6	1.2	-0.1

Shown as a hit in DAX1 inh-1, of those listed so far:
canonical_smiles,hcDAF-12 act,DAX1 inh-1,ADAM10 inh,ssDAF-12 act,SMARCA2 act,NPR2 activator,GC-A act,HGIII-sPLA2 inh,DAX1 inh-2,FXN GAA850 act
O=C(NC1=NCCS1)c1ccc(Br)s1,6.0*,3.8*,1,0.1,8,7,4,6,2.9,5.4

Next structures follow.
SMILES	hcDAF-12 act	DAX1 inh-1	hgDAF12 agonist	ADAM10 inh	ssDAF-12 act	SMARCA2 act	NPR2 activator	GC-A act	HGIII-sPLA2 inh	DAX1 inh-2	FXN GAA850 act
OCCC1CN(Cc2ccc(Oc3ncccn3)cc2)CCN1Cc1ccc(F)c(F)c1 (centres undefined)	-1.0	0.4	0.8	14	-2.1	4	-1	5	-3	-1.4	-1.1
Cc1ccc(C)c(OCCC(=O)OCC(=O)Nc2cccc(S(=O)(=O)N3CCCC3)c2)c1	-0.5	0.9	-1.6	19	-1.3	-2	0	0	-52	-1.4	0.1
O=C(COc1coc(CN2CCN(c3ccccc3)CC2)cc1=O)N1CCc2ccccc21	0.4	1.3	0.3	-10	-1.5	-2	6	-5	3	-0.7	-0.5
Cc1ccc(NC(=O)c2cc(S(=O)(=O)N3CCCC3)cn2C)cc1	-1.4	-0.1	4.0	5	-1.7	-2	2	0	3	1.3	-0.2
O=C(c1nc2ccccc2s1)N1CCSCC1	3.1	-0.3	5.6	3	0.6	3	-1	7	7	-0.5	4.7
CC(NC(=O)COc1ccccc1)C(=O)N1CCN(c2ccccc2)CC1 (centres undefined)	-1.2	1.1	-2.6	-7	-0.8	-1	-7	-3	7	0.8	0.1
Cc1cccc(N(O)C(=O)Nc2cccc(Cl)c2)c1	0.4	-0.3	0.5	-2	-1.2	3	-4	4	-3	-1.2	3.3
COc1cc(C2NC(=O)NC(C)=C2C(=O)OC(C)C)ccc1OC(=O)c1ccco1 (centres undefined)	-0.6	0.7	0.1	4	-1.0	-2	9	0	-10	1.1	-0.9
CC1(C)CC(=O)N(c2cc(Cl)ccc2Cl)C(=O)C1	-0.8	-0.7	-0.4	-8	-0.8	-2	1	1	1	0.2	0.9
Nc1nnc(SCC(=O)Nc2cccc(S(=O)(=O)N3CCCCC3)c2)s1	-1.9	1.7	-1.2	0	-1.2	-3	-3	-3	-4	-0.6	2.5
CCOc1ccc(CCNC(=O)Cn2ccc3ccccc3c2=O)cc1OCC	-1.4	0.9	-1.3	6	-1.4	-1	3	4	3	0.8	1.5
COc1cccc(-n2c(Cc3cc(=O)[nH]c(=O)[nH]3)nnc2SCC(=O)NC2CCCC2)c1	0.2	1.3	-3.7	-7	-0.9	-2	5	6	7	1.2	-1.8
C/C(=N/NS(=O)(=O)c1cc(C)ccc1C)c1ccc2c(c1)OCO2	3.3	0.6	4.1	0	-1.0	-2	1	-1	3	-0.6	-1.4
O=C(Nc1ncn[nH]1)c1cc(S(=O)(=O)Nc2cccc(C(F)(F)F)c2)ccc1Cl	-0.6	0.0	0.8	5	-0.6	0	2	-2	-13	-0.3	0.9
Cn1cc(S(=O)(=O)CC(=O)N2CCc3ccccc32)c2ccccc21	5.2	1.4	0.6	-2	-0.5	-3	-4	-1	-28	0.4	0.3
Cc1cccc(-n2cnc(C(=O)Nc3cccnc3)c2)n1	-0.5	1.3	5.1	-3	-0.7	2	-8	-1	9	-0.1	2.8
Nc1nc(SCC(=O)Nc2ccccc2)[nH]c(=O)c1NC(=O)c1cccs1	0.4	-0.1	-0.1	1	-1.3	-2	2	4	6	-0.7	2.1
COC(=O)Nc1sc2c(c1C(=O)N1CCOCC1)CCC(C)C2 (centres undefined)	-0.9	-0.6	3.1	-16	-1.0	-3	2	-3	8	-0.3	-1.1
